LYPLA1 counter: blocks human lysophospholipase 1, a PME1 counter-screen; O75608; recombinant LYPLA1, FP-Rh probe fluorescence polarization; inhibition, % at 5.9 µM; 320,000 tested, 0.16% active;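 active means inhibition above the mean of all tested compounds plus 3 SD, set per campaign, cut at about 14% in these data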;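 further: inhibitors block serine hydrolase probe labeling of LYPLA1 so polarization falls; 0% = enzyme with DMSO and 100% = wells lacking LYPLA1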
Target sequence (O75608 whole entry, looked up): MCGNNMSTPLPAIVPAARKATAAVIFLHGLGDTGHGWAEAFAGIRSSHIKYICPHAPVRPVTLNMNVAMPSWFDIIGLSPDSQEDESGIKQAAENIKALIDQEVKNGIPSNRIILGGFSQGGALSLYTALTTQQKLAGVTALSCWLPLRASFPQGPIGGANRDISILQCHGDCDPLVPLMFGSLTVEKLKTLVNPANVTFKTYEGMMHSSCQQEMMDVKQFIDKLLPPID
pPAFAH FP inh: pPAFAH (human) enzyme inhibition; 330,000 tested, 1.5% active; inhibition, % at 3.39 µM; recombinant pPAFAH, FP-rhodamine probe fluorescence polarization; Q13093;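 active means inhibition above the mean inhibition across the screen plus 3 SD, cut at about 25% in these data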;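 further: inhibitors block binding of the rhodamine activity-based probe so polarization drops; 0% = enzyme with DMSO and 100% = wells lacking pPAFAH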
PAFAH2 inh: inhibitors of human PAFAH2 | Q99487 | recombinant PAFAH2, FP-rhodamine activity probe, fluorescence polarization | inhibition, % at 3.39 µM | 340,000 tested, 0.99% active | AID 492956;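 active means inhibition above the mean over all tested compounds plus 3 SD, cut at about 30% in these data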;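 further: inhibitors block probe labeling of enzyme so polarization drops; 0% = enzyme with DMSO and 100% = wells lacking PAFAH2 protein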
PAD4 inh: blocks human protein arginine deiminase 4 | Q9UM07 | recombinant PAD4, RCA probe fluorescence polarization | inhibition, % at 6.36 µM | 330,000 tested, 0.41% active | AID 485272;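 active means percent inhibition above a cutoff equal to the mean of all tested compounds plus 3 SD, cut at about 15% in these data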;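 further: 0% = PAD4 with RCA probe and DMSO and 100% = probe without PAD4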
PME-1 primary: blocks human protein phosphatase methylesterase 1; inhibition, % at 5.9 µM; 320,000 tested, 0.53% active; recombinant PME-1, FP-Rh probe fluorescence polarization; AID 2130;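 active means inhibition above the campaign mean of all compounds plus 3 SD, cut at about 26% in these data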;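 further: competitive labeling of PME-1 active site by serine hydrolase directed probe; 0% = PME-1 with DMSO and 100% = wells lacking PME-1 enzyme; inhibitors block probe labeling so polarization falls and inhibition rises; many of its hits are not listed in these tables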
Target sequence (Q9Y570 whole entry, looked up): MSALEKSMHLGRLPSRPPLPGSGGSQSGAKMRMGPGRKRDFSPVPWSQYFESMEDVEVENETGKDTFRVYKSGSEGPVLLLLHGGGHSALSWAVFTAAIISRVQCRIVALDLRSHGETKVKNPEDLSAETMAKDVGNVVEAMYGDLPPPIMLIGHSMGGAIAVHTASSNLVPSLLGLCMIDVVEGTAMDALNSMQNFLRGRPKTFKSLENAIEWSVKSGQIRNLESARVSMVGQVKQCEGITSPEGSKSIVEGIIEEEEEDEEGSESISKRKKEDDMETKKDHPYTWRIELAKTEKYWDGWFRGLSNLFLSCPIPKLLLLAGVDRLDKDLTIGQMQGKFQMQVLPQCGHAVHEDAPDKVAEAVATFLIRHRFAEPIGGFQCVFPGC
PAFAH1B2 inh: inhibitors of human PAFAH1B2; inhibition, % at 3.39 µM; recombinant PAFAH1B2, FP-rhodamine activity probe, fluorescence polarization; P68402; 340,000 tested, 1.2% active;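 active means inhibition above the mean of all tested compounds plus 3 SD, cut at about 24% in these data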;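 further: 0% = enzyme with DMSO and 100% = wells lacking PAFAH1B2; many of its hits are not listed in these tables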
GSTO1 counter: GSTO1 inhibition, counter-screen for RBBP9 inhibitors. 300,000 tested, 1.1% active. P78417. recombinant GSTO1, activity-based probe fluorescence polarization. inhibition, % at 5.96 µM;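 active means inhibition above the campaign mean inhibition plus 3 SD, cut at about 35% in these data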;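 further: 0% = GSTO1-1 with DMSO and 100% = wells lacking GSTO1-1 enzyme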
Target sequence (P78417 whole entry, looked up): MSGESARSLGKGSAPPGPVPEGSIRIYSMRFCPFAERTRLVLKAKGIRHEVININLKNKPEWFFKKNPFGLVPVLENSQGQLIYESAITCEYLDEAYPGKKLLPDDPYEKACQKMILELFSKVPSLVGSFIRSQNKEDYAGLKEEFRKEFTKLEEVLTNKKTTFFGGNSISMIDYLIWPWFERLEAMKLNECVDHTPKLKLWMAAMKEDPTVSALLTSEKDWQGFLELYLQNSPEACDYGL
LYPLA2 inh: blocks human lysophospholipase 2, a PME1 counter-screen; O95372; recombinant LYPLA2, FP-Rh probe fluorescence polarization; inhibition, % at 5.9 µM; 320,000 tested, 0.38% active; AID 2177;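 active means inhibition above the screen-wide mean plus 3 SD, limit set per campaign, cut at about 26% in these data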;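 further: 0% = LYPLA2 with DMSO and 100% = wells lacking LYPLA2 enzyme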
PAFAH1B3 inh: inhibitors of human PAFAH1B3 | recombinant PAFAH1B3, FP-rhodamine probe, fluorescence polarization | 340,000 tested, 0.28% active | Q15102 | AID 492972 | inhibition, % at 3.39 µM;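 active means inhibition above the screen-wide average of all tested compounds plus 3 SD, cut at about 25% in these data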;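 further: 0% = enzyme with DMSO only and 100% = wells lacking PAFAH1B3 protein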
An asterisk follows results filed as active; nt = no result given. Some of the compounds tested. The share of hits here may be higher or lower than overall.

SMILES,GSTO1 counter,PAD4 inh,LYPLA2 inh,PAFAH1B3 inh,pPAFAH FP inh,PAFAH1B2 inh,PAFAH2 inh,LYPLA1 counter,PME-1 primary
CN(C)CCN(C(=O)c1ccc2ccccc2c1)c1nc2c(F)cccc2s1,1,3,6,5,4,5,5,0,-6
Cc1ccc(C(C(=O)NC(C)(C)C)N(CC2CCCO2)C(=O)Cn2nnc(-c3ccc(C)o3)n2)cc1 (stereo not given),4,2,5,1,0,-2,7,0,5
COC(=O)C(CSCc1ccccc1)NC(=O)CSc1nc(C)cc(=O)[nH]1 (stereo not given),4,-4,4,nt,-1,nt,nt,2,1
CCOC(=O)CCC(=O)Nc1ccc(S(=O)(=O)Nc2cc(OC)nc(OC)n2)cc1,1,2,3,-1,5,5,3,2,1
CCN(CC)S(=O)(=O)c1ccc(Cl)c(NC(=O)c2cc(Cl)cc(Cl)c2)c1,3,-4,-6,3,5,9,-1,0,-1
CCNc1nc(N)nc(Oc2ccc(OCCOc3ccccc3)nn2)n1,15,-1,11,5,-4,5,-3,1,-7
Cc1ccc(N2CC(C(=O)Nc3nnc(SCC(N)=O)s3)CC2=O)cc1C (stereo not given),-1,-6,1,0,-1,3,2,-4,5
Cc1ccc(COC(=O)c2cc(S(=O)(=O)N3CCCCC3)ccc2N2CCOCC2)cc1,8,1,0,6,6,-1,0,-4,0
CCOC(=O)CC(Nc1nc(N2CCOCC2)nc(N2CCOCC2)n1)c1ccccc1Cl (stereo not given),-3,4,8,-1,2,-4,-2,1,-4
COc1ccc(NC(=O)NS(=O)(=O)c2ccc(C)cc2)c(OC)c1,4,2,-1,7,1,-3,6,2,6
O=[N+]([O-])c1ccc(Oc2cccnc2)nc1,0,-2,-3,4,1,10,0,2,0
COc1cc(C(CCN2CCCC(C)C2)c2c(OC)cc(OC)c3c(-c4ccccc4)cc(=O)oc23)cc(OC)c1OC (stereo not given),3,4,-3,7,-2,0,1,-3,-7
COC(=O)C(Cc1ccc(O)cc1)NC(=O)C1CCN(S(=O)(=O)c2ccc(C)cc2)CC1 (stereo not given),2,-1,1,15,3,3,1,2,16
OCCCCCNc1ncnc2ccccc12,0,-6,2,-1,-4,4,3,0,-1
CCCc1cc(C(N)=O)c(NC(=O)C2CCCO2)s1 (stereo not given),-8,-2,-2,9,9,5,8,1,2
c1ccc(-c2ccc(C3=Nn4c(Cn5nnc6ccccc65)nnc4SC3)cc2)cc1,56*,-7,-9,-3,14,1,-7,2,-15
CC1=CCC2(CO)COC(c3ccccc3O)C1C2 (stereo not given),2,2,2,4,3,6,2,2,-2
COC(=O)CSc1nnc(CNC(=O)c2ccccc2OC)n1-c1ccc(OC)cc1,5,4,2,-1,3,-2,2,0,-3
O=C(O)c1ccc(CSc2nnc(-c3ccc(Cl)cc3)o2)cc1,5,-4,1,11,-2,4,-6,3,7
Cc1ccc(C2CC2C(=O)NN)cc1 (stereo not given),3,0,6,3,0,1,-6,3,2
CCC(CC)NC(=O)CO/N=C/c1ccc(Cl)cc1Cl,1,2,-6,4,6,3,1,0,-2
COc1ccc(CCN(C)S(=O)(=O)c2cn(C)c(=O)n(C)c2=O)cc1OC,nt,-5,-5,11,-5,-4,-2,-1,-10
CC(/C=C/C1[C@H](C)C[C@H](O[C@@H]2O[C@H](CO)[C@@H](O)[C@H](O)[C@H]2O)CC1(C)C)O[C@H]1O[C@H](CO)[C@@H](O)[C@H](O)[C@H]1O (stereo not given in full),1,-1,-3,-4,7,4,-1,5,-1
COc1ccccc1NC(=O)CCSc1nnc(-c2ccncc2)o1,10,-4,4,7,5,1,1,1,-2
COc1ccc(C2C(C#N)=C(N)Nc3onc(C(C)(C)C)c32)c(OC)c1 (stereo not given),-9,-2,6,-1,5,4,1,0,13
COc1ccc(NC(=O)CN2C(=O)NC(C)(c3ccccc3)C2=O)c(OC)c1 (stereo not given),8,0,-2,1,6,7,7,-4,-4
Cc1ccc(CN2CC(C(=O)N3CCN(S(=O)(=O)c4cc(C)ccc4C)CC3)CC2=O)cc1 (stereo not given),-2,-3,4,6,5,3,2,1,16
COc1cccc(NC(=O)CN(C)C(=O)c2cc(-c3cccc(Br)c3)nc3ccccc23)c1,-27,-5,-59,-14,0,-4,-12,-24,-34
O=c1[nH]c(-c2ccccc2)nn1-c1ccc(Br)cc1Br,3,-2,3,4,2,3,4,-2,2
Cc1ccc(NC(=O)CN2CCCC2)cc1,6,-3,-6,-1,2,-4,-2,0,-1
C=CCNC(=O)CN(CCc1ccccc1)S(=O)(=O)c1ccccc1,-3,6,-3,-5,0,7,-3,-5,5
N#Cc1ccc(-c2csc(NC(=O)/C=C/c3cccs3)n2)cc1,-7,-2,-36,-17,-2,-14,-45,-22,-33
CC(=O)c1nccs1,nt,1,1,8,2,8,-4,-2,-3
CC(Nc1nc(-c2ccccc2O)nc2ccccc12)c1ccccc1 (stereo not given),-4,0,-20,-5,-1,-6,-18,-11,-4
O=C(Cn1c(=O)oc2cc(S(=O)(=O)N3CCCC3)ccc21)NCc1ccccn1,3,1,-1,-3,-3,1,0,1,3
COc1cccc(CNC(=O)C(c2ccc(Cl)cc2)C(C)C)c1 (stereo not given),15,-8,1,7,2,4,2,-1,-5
Cc1coc2c(C)c3oc(=O)c(CCC(=O)NCCCN4CCCC4=O)c(C)c3cc12,-1,-5,2,8,3,9,7,-2,-3
CCOc1ccc(C2CC(=O)NC3=C2C(=O)CCC3)cc1 (stereo not given),6,1,1,5,-1,2,2,0,-2
O=C(CSc1nc(C2CC2)nc2ccccc12)N1c2ccccc2Sc2ccccc21,1,4,8,-9,4,1,0,0,-3
O=C(Cn1ncc2c1-c1ccccc1OC2)N1CCN(Cc2ccc3c(c2)OCO3)CC1,2,-7,1,2,-6,4,6,2,-3
COc1ccc(-c2cc(C(=O)Nc3c(C)nn(Cc4ccccc4)c3C)no2)cc1,3,3,7,5,-4,0,-4,0,-2
Cc1c(C(=O)Nc2cccc(C(F)(F)F)c2)oc2ccc(S(=O)(=O)N3CCOCC3)cc12,1,3,1,8,-1,-2,-5,-4,-5
COc1ccccc1N(CC(=O)NCc1ccco1)S(=O)(=O)c1ccc(C)cc1,11,0,1,2,13,4,18,-3,1
CCN(CC)CCn1c(NCc2ccc3c(c2)OCO3)nc2ccccc21,6,1,7,8,3,2,5,2,-3
Cc1cc(=O)[nH]c(-c2ccccc2)n1,6,0,-1,18,4,3,-5,1,3
CC(C)CN1C(=O)c2ccc(NC(=O)c3ccco3)cc2C1=O,-4,2,3,5,-1,2,2,1,-13
NCCCC[C@H]1CNC(=O)C(=O)N1CCc1cccc(F)c1,0,1,2,5,7,0,-1,-1,6
COCCNC(=O)c1cc2cc3ccc(OC)cc3nc2o1,1,-1,3,12,6,1,1,2,0
Cc1cccc(/C=N/NC(=O)Cc2ccc(Cl)cc2)c1O,-5,-2,0,14,7,5,0,-4,3
COC(=O)c1ccc(C)c(NC(=O)c2c(-c3ccccc3)noc2C)c1,-1,0,-3,12,6,-1,0,-4,-4

Going on with the list:
SMILES,GSTO1 counter,PAD4 inh,LYPLA2 inh,PAFAH1B3 inh,pPAFAH FP inh,PAFAH1B2 inh,PAFAH2 inh,LYPLA1 counter,PME-1 primary
CCOC(=O)C1CCN(C(=O)c2ccco2)CC1,5,2,8,2,2,1,-6,3,-2
N#Cc1cc(-c2ccccc2)nnc1Sc1ccccc1,-3,0,-1,1,2,0,3,0,-1
O=C(Oc1ccccc1C(=O)N1CCOCC1)c1cccc(Br)c1,9,7,8,8,7,7,1,0,-6
CCC(C)C1C(C#N)=C(N)Oc2n[nH]c(-c3ccccc3)c21 (stereo not given),6,-5,-6,7,1,6,0,-2,3
Nc1nonc1C(=O)N/N=C/c1cc2c(cc1[N+](=O)[O-])OCO2,5,-2,0,12,2,-1,-3,-1,-3
Cn1cccc1/C=N/NC(=O)C(O)c1ccccc1 (stereo not given),1,3,-5,6,1,2,-9,-1,-2
Cc1cc(NC(=O)CSc2nc(C)c(C)n2CC(C)C)no1,nt,-2,nt,-1,-3,6,4,nt,nt
CN(C)CC[C@@H](c1ccc(Cl)cc1)c1ccccn1,3,-6,2,1,-3,0,1,-1,-2
CCOC(=O)CN(C(=O)c1ccccc1[N+](=O)[O-])C(C)(C)C,-1,1,-3,5,2,2,-5,1,-2
CCOC(=O)c1nc(C)nc(Sc2n[nH]c(-c3cc(C(F)(F)F)cc(C(F)(F)F)c3)n2)c1C,-47,4,-6,0,-2,1,-2,-2,-1
COCC(C)N=C1NN=C(c2c[nH]c3ccccc23)CS1 (stereo not given),9,-2,-2,1,6,-1,1,-1,8
O=C(COC(=O)c1cccc(Cl)c1)NC1CCCCCCC1,nt,-1,-12,-3,21,16,82*,-6,4
Cc1nonc1N1CCN(Cc2cn[nH]c2-c2ccc3c(c2)OCO3)CC1,1,-2,0,4,5,-6,-7,-2,-1
C=C(C)C(=O)N1CC2(CC(c3cccc(NC(=O)/C=C\C=C/C)c3)=NO2)C[C@H]1C(N)=O (stereo not given in full),3,-5,-20,-9,4,-8,-12,-10,-31
CCOc1ccc(N(C)S(=O)(=O)c2cnc[nH]2)cc1,4,3,-1,1,5,0,3,2,5
O=C(CCS(=O)(=O)c1ccccc1)Nc1nc(-c2ccccn2)cs1,9,2,2,0,-2,0,1,-1,0
COc1ccccc1OCCNC(=O)c1ccco1,2,-6,3,5,1,8,-4,-1,-4
Cc1c(C)n2c3c(cccc13)CC2,2,-8,1,9,1,5,-5,-2,-5
CC(C)COc1ccc(C(=O)N(Cc2ccco2)C2CCS(=O)(=O)C2)cc1 (stereo not given),-5,-2,3,7,4,1,-8,2,4
C/C(CC(=O)N1CCN(C=O)CC1)=N\NC(=O)c1cccc([N+](=O)[O-])c1,-9,-2,-1,-1,6,1,1,1,-3

Some values from the results shown.
`Cc1nonc1N1CCN(Cc2cn[nH]c2-c2ccc3c(c2)OCO3)CC1` @ PAFAH1B2 inh: -6
`O=C(CCS(=O)(=O)c1ccccc1)Nc1nc(-c2ccccn2)cs1` @ PAFAH1B2 inh: 0

Remaining list, next part
SMILES,GSTO1 counter,PAD4 inh,LYPLA2 inh,PAFAH1B3 inh,pPAFAH FP inh,PAFAH1B2 inh,PAFAH2 inh,LYPLA1 counter,PME-1 primary
CCC1CCCCN1S(=O)(=O)c1ccc([N+](=O)[O-])cc1 (stereo not given),4,-4,8,-5,7,4,-4,0,6
CCN1/C(=C\C=C(C(C)=O)C(C)=O)Sc2ccccc21,1,-3,1,-5,2,-2,1,0,-9
COc1ccc(C2=Nn3c(nnc3-c3ccc(OC)cc3)SC2)cc1,4,1,10,3,-6,4,-8,-2,6
CCOC(=O)Nc1ccc(S(=O)(=O)Nc2onc(C)c2C)cc1,9,1,3,nt,2,nt,nt,2,0
O=C(O)/C=C/c1cn(-c2ncc(C(F)(F)F)cc2Cl)c2ccccc12,-5,-3,8,-3,11,7,13,4,-2
C/C(=N/NC(=O)CNc1ccc(Cl)cc1C)c1ccc(C)cc1,2,-9,-4,-3,4,1,2,-5,-2
NC(=O)C1CCN(C(=O)c2ccc3c(=O)n(Cc4ccco4)c(SCC(=O)c4ccccc4)nc3c2)CC1,9,-2,-8,13,5,2,-2,-7,1

Compound activity from PubChem.
